# MEKK2mut PB1 HTS – signal of MEK5 binding to mutant human MEKK2 PB1 domain | bead flow cytometry, Alexa488-MEK5 binding to MEKK2 mutant | percent response, % at 10 µM | 290,000 tested, 0.35% active; in the data active = percent response above about 24%, passing the limit was not always enough; note: inactives centre near 1; some results filed as inactive read as strong as hits; reference of the scale not given here
# V1R ag counter – V1a receptor agonism, counter-screen for OXTR agonists; AID 2797; CHO-V1R cells, Fluo-8 calcium fluorescence, agonist mode; 0% DMSO, 100% 3 nM vasopressin; activation, % at 3 µM; P37288; 320,000 tested, 0.25% active;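 active = activation above the mean activation of all tested compounds plus 3 SD, per screening run, cut at about 20% in these data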;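 note: signal is peak over basal fluorescence ratio across a 100 second FLIPR read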
# MEKK2 WT-MEK5 – raises or lowers MEK5 binding to wildtype human MEKK2 PB1 domain | bead flow cytometry, Alexa488-MEK5 binding to MEKK2 WT; actives lie on both sides | binding response (% of control), % at 10 µM | 290,000 tested, 1.1% active; in the data active = binding response below about 67% or above about 130%
# GalR3 antagonist – human GalR3 antagonism; inhibition, % at 3 µM; AID 651719; 360,000 tested, 0.44% active; HEK293 GalR3-CNG cAMP membrane potential fluorescence; galR3 body fused to GalR1 C-terminus; O60755;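 active = inhibition above the screen-wide average plus 3 SD, cut at about 13% in these data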;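 note: forskolin and galanin both at EC90 stimulate the cells; cAMP rise reported by CNG channel membrane potential dye signal; 0% = forskolin plus galanin with DMSO and 100% = forskolin alone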
# GPR7 antag – blocks human GPR7 receptor signaling; GPR7-expressing cells, fluorescence antagonist assay; inhibition, % at 4.4 µM; 290,000 tested, 1.1% active; in the data active = inhibition above about 16%, passing the limit was not always enough;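 note: cells stimulated with the agonist NPW; 0% = agonist with vehicle and 100% = vehicle without agonist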
# OXTR agonist – human OXTR agonism | P30559 | CHO-OTR cells, Fluo-8 calcium fluorescence; normalized: DMSO 0%, oxytocin 100% | activation, % at 3 µM | 320,000 tested, 0.32% active;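 active = activation above the mean of all tested compounds plus 3 SD, cutoff set per screening run, cut at about 20% in these data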;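 note: peak over basal fluorescence ratio from a 100 s FLIPR kinetic read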
# Target sequence (P30559 whole entry, looked up): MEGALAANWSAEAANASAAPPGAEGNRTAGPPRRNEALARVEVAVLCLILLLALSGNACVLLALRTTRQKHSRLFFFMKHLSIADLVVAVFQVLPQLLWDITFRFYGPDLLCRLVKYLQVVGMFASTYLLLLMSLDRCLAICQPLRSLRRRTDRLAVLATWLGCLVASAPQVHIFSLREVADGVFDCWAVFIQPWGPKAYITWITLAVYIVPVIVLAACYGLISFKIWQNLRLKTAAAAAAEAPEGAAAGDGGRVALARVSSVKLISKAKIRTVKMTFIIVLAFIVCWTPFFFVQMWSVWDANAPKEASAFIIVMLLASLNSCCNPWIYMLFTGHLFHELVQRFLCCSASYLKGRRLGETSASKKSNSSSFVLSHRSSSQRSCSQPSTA
# PHOSPHO1 block – PHOSPHO1 (human) inhibition | recombinant PHOSPHO1, absorbance phosphatase assay | Q8TCT1 | inhibition, % at 13.3 µM | 290,000 tested, 1.1% active; in the data active = inhibition above about 60%
# NALP1 inh – NALP1 inhibition | inhibition, % at 10 µM | 280,000 tested, 0.61% active | S. cerevisiae NALP1/ASC/caspase-1 growth, X-gal OD620, 72 h; in the data active = inhibition mostly above about 24%, no sharp cut-off; inactive = mostly below about 32%; note: some compounds called inactive have numbers as strong as hits
# MEKK3 PB1 HTS – modulators (inhibitors or enhancers) of MEK5 binding to human MEKK3 PB1 domain. Q99759. bead-based flow cytometry, Alexa488-MEK5 binding to MEKK3; actives lie on both sides; 0 = blocked by unlabeled MEK5, 100 = vehicle. binding response (% of control), % at 10 µM. 290,000 tested, 1.4% active. AID 1529;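 active = binding response more than 3 SD above or below the average of its plate-row segment, actives on both sides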;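 note: Alexa488 bead fluorescence after subtracting the streptavidin-only scavenger bead signal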
# Target sequence (Q99759 whole entry, looked up, the tested form may be a part): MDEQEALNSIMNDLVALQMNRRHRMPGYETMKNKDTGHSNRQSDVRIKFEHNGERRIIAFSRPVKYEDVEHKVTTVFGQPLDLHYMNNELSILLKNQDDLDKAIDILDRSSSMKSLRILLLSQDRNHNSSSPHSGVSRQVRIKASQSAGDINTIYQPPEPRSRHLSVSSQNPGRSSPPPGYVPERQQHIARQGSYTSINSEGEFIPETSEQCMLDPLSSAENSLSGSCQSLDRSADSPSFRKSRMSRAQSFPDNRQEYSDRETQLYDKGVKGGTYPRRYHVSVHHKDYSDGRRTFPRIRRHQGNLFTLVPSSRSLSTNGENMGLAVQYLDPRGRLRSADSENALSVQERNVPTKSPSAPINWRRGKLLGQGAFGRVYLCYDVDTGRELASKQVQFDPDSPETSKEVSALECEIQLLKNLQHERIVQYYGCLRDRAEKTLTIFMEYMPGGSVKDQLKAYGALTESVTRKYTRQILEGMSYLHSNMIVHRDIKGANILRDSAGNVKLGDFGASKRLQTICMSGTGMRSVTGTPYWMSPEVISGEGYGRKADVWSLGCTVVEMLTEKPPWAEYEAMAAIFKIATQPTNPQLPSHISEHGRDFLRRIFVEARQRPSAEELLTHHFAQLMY
# Active calls of the source: *; . = no result given; [ ] = another dose, or the depositor's remark.
# A first look:
item	compound	MEKK2mut PB1 HTS	V1R ag counter	MEKK2 WT-MEK5	GalR3 antagonist	GPR7 antag	OXTR agonist	PHOSPHO1 block	NALP1 inh	MEKK3 PB1 HTS
1	CC1CCCC(C)N1CCCNC(=O)c1cc2c(=O)n(C)c3ccccc3c2n1C (configuration not stated)	-4	0.2	95	-3	-3	1.2	-9	0	83
2	N#CC1=C(SCC(N)=O)NC2=C(C(=O)c3ccccc32)C1c1ccc(Cl)cc1 (configuration not stated)	2	-0.8	93	-6	2	1.4	1	10	102
3	CN(C)C(=S)SCC(=O)NCc1ccc(F)cc1	-12	0.2	91	-3	-6	-0.4	36	0	94
4	COc1ccc2nc(/C(C#N)=C\c3ccc(Oc4ccc([N+](=O)[O-])cn4)cc3)[nH]c2c1	0	8.1	98	5	-6	7.2	12	24	90
5	O=C(CCc1ccc(S(=O)(=O)N2CCOCC2)cc1)Nc1ccc2ccccc2c1	-2	6.8	97	-5	-8	6.2	14	-5	102
6	Cc1ccc(S(=O)(=O)NCCc2cc3ccc(C)c(C)c3[nH]c2=O)cc1	3	9.4	99	-3	-12	7.4	16	3	98
7	CC(=O)NCCn1c(SCc2ccccc2F)nc2ccccc2c1=O	-6	0.4	89	-7	4	1.1	16	-5	99

# Results, previewed entries included:
item	compound	MEKK2mut PB1 HTS	V1R ag counter	MEKK2 WT-MEK5	GalR3 antagonist	GPR7 antag	OXTR agonist	PHOSPHO1 block	NALP1 inh	MEKK3 PB1 HTS
1	CC1CCCC(C)N1CCCNC(=O)c1cc2c(=O)n(C)c3ccccc3c2n1C (configuration not stated)	-4	0.2	95	-3	-3	1.2	-9	0	83
2	N#CC1=C(SCC(N)=O)NC2=C(C(=O)c3ccccc32)C1c1ccc(Cl)cc1 (configuration not stated)	2	-0.8	93	-6	2	1.4	1	10	102
3	CN(C)C(=S)SCC(=O)NCc1ccc(F)cc1	-12	0.2	91	-3	-6	-0.4	36	0	94
4	COc1ccc2nc(/C(C#N)=C\c3ccc(Oc4ccc([N+](=O)[O-])cn4)cc3)[nH]c2c1	0	8.1	98	5	-6	7.2	12	24	90
5	O=C(CCc1ccc(S(=O)(=O)N2CCOCC2)cc1)Nc1ccc2ccccc2c1	-2	6.8	97	-5	-8	6.2	14	-5	102
6	Cc1ccc(S(=O)(=O)NCCc2cc3ccc(C)c(C)c3[nH]c2=O)cc1	3	9.4	99	-3	-12	7.4	16	3	98
7	CC(=O)NCCn1c(SCc2ccccc2F)nc2ccccc2c1=O	-6	0.4	89	-7	4	1.1	16	-5	99
8	Cc1cccc(CCNC(=O)C2CCN(S(=O)(=O)c3cccc4cccnc34)CC2)c1	-1	4.7	100	-9	-5	2.0	15	-16	101
9	CCCc1nc2ccc(NC(=O)NCCC(=O)OCC)cc2c(=O)n1Cc1cccc(Cl)c1	0	-0.2	99	-1	-6	-1.9	23	-14	105
10	C=CCN(C(=O)CNC(=O)c1ccco1)C(C(=O)NC1CCCC1)c1cccs1 (configuration not stated)	0	-0.5	96	-2	-4	-0.3	-9	1	101
11	COc1cc(/C=N\n2nnnc2N)ccc1OCc1ccc(F)cc1	-9	1.6	99	21*	4	0.9	-5	8	98
12	O=C1c2ccccc2-c2c1nc1c([n+]2[O-])CCCC1	4	0.8	107	2	-16	1.5	-8	7	106
13	COC(=O)c1nn(-c2ccccc2)c(Sc2ccccc2)c1/C=N/O	-2	-0.8	99	-2	-12	-1.9	35	-20	99
14	CC(=O)Cc1nsc(Nc2ccc(C)cc2)n1	-12	-1.6	87	0	-2	-1.1	-10	-16	101
15	CC(=O)N1CCN(S(=O)(=O)c2cccc(C(=O)NC3CCCc4ccccc43)c2)CC1 (configuration not stated)	-1	0.4	99	8	-10	-0.8	46	-3	97
16	O=C(NCCC1=CCCCC1)c1c(O)nc2ccccn2c1=O	2	1.4	99	-1	-14	-0.6	15	18	101
17	O=C(CCc1nc2cccnc2n1Cc1ccccc1)N1CCOCC1	1	-0.2	103	-4	6	-0.1	9	36*	99
18	CCCN(CCC)CCCNc1ccc(C(=O)Nc2cccc(OC)c2)cc1[N+](=O)[O-]	20	-0.8	129	-3	8	0.0	-20	9	101
19	CCOc1ccc(NC(=S)Nc2ccccc2C2CC2)cc1	0	-0.6	102	0	2	-0.7	-19	-27	103
20	CCC(=O)N1CCc2cc(S(=O)(=O)NCCC(=O)N3CCN(Cc4ccccc4)CC3)ccc21	-1	1.6	100	-4	-10	2.4	6	2	102
21	CCS(=O)(=O)N1Cc2ccccc2CC1C(=O)Nc1nnc(SCc2ccc(F)cc2)s1 (configuration not stated)	-2	2.1	94	-4	-2	2.6	-12	17	103
22	C[C@H]1CN=C(Nc2ccccc2)N1CCC1CCCC1	11	2.5	106	-4	-6	1.4	4	21	104
23	CN(CCCC(=O)Nc1ccc(OC(F)F)cc1)S(=O)(=O)c1ccc(F)cc1	1	4.8	101	-10	16	3.5	31	14	94
24	O=C(COc1ccccc1)Nc1nc2cc3c(cc2s1)OCO3	1	2.0	98	-1	-20	4.3	15	15	99
25	O=C(OCN1C(=O)C(=O)c2ccccc21)c1ccc(Cl)cc1	2	-0.2	108	-8	11	-1.5	.	-24	100
26	CCc1noc(C)c1C(=O)N1CCCC(C(=O)c2cc(F)ccc2OC)C1 (configuration not stated)	5	0.1	101	-5	-11	0.4	35	-12	101
27	COc1ccc(C2=NS(=O)(=O)N(C)C(C(=O)NCc3ccccn3)=C2)cc1OC	3	0.6	106	5	-1	0.8	28	19	101
28	COCCC1CCCCN1C(=O)c1cc(COc2ccc(-n3cncn3)cc2)on1 (configuration not stated)	-3	13	99	-4	14	7.7	3	5	101
29	Cc1ccc(S(=O)(=O)NC(=NC(Cc2ccccc2)C(=O)O)c2ccccc2)cc1 (configuration not stated)	2	0.8	99	-6	-13	0.9	26	1	102
30	CCOC(=O)c1ccc(Oc2nc(N(C)C)nc(N(C)C)n2)cc1	-3	0.2	100	-3	-7	6.0	14	-3	102
31	Cn1c(CN2CCOCC2)nnc1SCC(=O)Nc1cc(Cl)ccc1Cl	-10	1.8	95	-7	-1	0.6	24	31	94
32	CC1(C)CC(Nc2ccc(Nc3ccccc3)cc2)CC(C)(C)N1	19	.	114	-8	-1	.	-106	13	92
33	C/C=C/c1ccc(Oc2nnnn2-c2ccc(C(=O)O)cc2)c(OC)c1	2	0.1	99	-3	-2	0.1	-27	8	99
34	COc1ccc([N+](=O)[O-])cc1NC(=O)CSc1nccc(C)n1	-2	1.8	92	-5	-6	0.7	10	38	96
35	CN1CCN(C(=S)c2cn(CCOc3ccccc3)c3ccccc23)CC1	-2	0.5	109	-1	27*	4.0	32	-10	104
36	O=C(NCCc1c[nH]c2ccccc12)c1ccc(Cl)cc1	5	-1.0	98	-11	7	-1.0	1	30	100
37	Oc1ccccc1C1N=C(c2ccccc2)NC(c2ccccc2)=N1	0	0.3	96	-4	-5	1.2	16	50	100
38	CC12CN3CCN(CC(C3)C1(O)CN1CCOCC1)C2 (configuration not stated)	6	0.7	100	-3	2	0.9	1	12	97
39	COC(CNC(=O)CCCn1nnnc1CN1CCOCC1)c1cccs1 (configuration not stated)	-2	.	99	-8	-3	.	22	7	101
40	CCN1CCCC1CNC(=O)c1ccc2c(c1)NC(=O)/C(=C\c1ccc(C)cc1)S2 (configuration not stated)	43*	-0.9	194*	-9	13	-1.1	16	30	106
41	c1ccc(-c2nnc3ccc(N4CCCC4)nn23)cc1	11	-1.4	104	-1	-8	-1.8	-2	35	104
42	C=CCOc1nc2c(c(=O)n(C)c(=O)n2C)n1Cc1c(Cl)cccc1Cl	-6	2.1	89	-3	-13	1.3	51	13	81*[inhibitor]
43	O=C(NC1CCCc2ccccc21)c1ccccc1OC(F)F (configuration not stated)	1	0.8	104	-11	-8	-0.5	-11	20	102
44	Cc1ccc(S(=O)(=O)N[C@H](C(=O)N2CCC(C(=O)NCC(=O)O)CC2)C(C)C)cc1	1	-0.1	104	-1	-1	0.5	17	0	103
45	CCOc1ccc(Cn2c(SCCCCC#N)nc3c2c(=O)n(C)c(=O)n3C)cc1OCC	0	-0.3	100	0	-12	0.3	46	13	97
46	Cc1ccc(C(=O)CC(=O)c2ccc(C)cc2O)cc1	-3	.	98	-5	-7	.	26	6	98
47	Cc1c(Cl)cccc1NS(=O)(=O)c1cn(C)c(=O)n(C)c1=O	-3	0.2	96	.	-8	-0.4	-73	-4	97
48	CCn1c(COc2cccc(C)c2C)nnc1SCC(=O)Nc1cc(C)on1	-3	0.4	98	2	5	-0.7	0	-11	101
49	COCCn1c(SCC(=O)Nc2ccc(Cl)c(S(=O)(=O)N(C)C)c2)nc2ccccc21	0	5.5	99	-3	1	2.6	33	26	99
50	COCCNC(=O)c1noc2c1CCc1cc(OC)ccc1-2	2	0.9	103	3	-4	0.2	-2	.	96
51	CCc1nc2ccccc2n1CC(=O)N1CCN(S(=O)(=O)c2cccc(C(F)(F)F)c2)CC1	2	0.5	102	-4	2	-2.5	22	-1	104
52	CNC(=O)c1cc2cc(Br)ccc2s1	0	-0.1	98	0	-3	-2.2	36	9	103
53	COc1ccc(N(CC(=O)N2CCN(C)CC2)S(C)(=O)=O)cc1OC	-1	8.2	95	-3	-11	0.5	0	30	96
54	O=C(N/N=C/c1ccccn1)c1cc(-c2ccc(Cl)cc2)nc2ccccc12	1	-0.1	99	-3	-9	-0.5	-3	4	105
55	Cn1cnnc1Sc1cc(N2CCN(S(=O)(=O)c3ccccc3)CC2)ccc1[N+](=O)[O-]	0	-0.8	97	-1	-3	-1.3	-7	15	100
56	CCN(CC)S(=O)(=O)C1CCS(=O)(=O)C1 (configuration not stated)	1	1.6	105	-4	1	-0.5	20	25	101
57	Cc1ccc2c(c1)N(CCC(=O)NC(C)C)C(=O)CO2	-1	0.1	99	-8	-1	-0.5	-6	2	98
58	CC(OC(=O)c1cc2sccc2n1C)C(=O)NCc1ccc2c(c1)OCO2 (configuration not stated)	5	0.8	105	-7	9	0.8	-8	21	104
59	COc1cc(Cn2c(-c3ccc(O)c(OC)c3)nc3ccccc32)ccc1O	0	4.2	106	23*	-11	8.4	38	.	102
60	COc1cccc(-n2c(SCC(=O)NCC3CCCO3)nc3c([nH]c4ccccc43)c2=O)c1 (configuration not stated)	8	1.6	110	4	-21	-1.0	17	13	105
61	NC(=O)C1CCCN(CCc2ccccc2)C1 (configuration not stated)	2	0.6	101	1	-9	0.2	45	-6	101
62	CCCCC[C@H]1CN(Cc2ccc(OC)cc2)C(=O)[C@@H]1CC(=O)NCc1ccccc1	0	1.2	104	-5	1	-0.4	-2	19	107

# Part of the list above in order of SMILES length, highest first.
item	compound	MEKK2mut PB1 HTS	V1R ag counter	MEKK2 WT-MEK5	GalR3 antagonist	GPR7 antag	OXTR agonist	PHOSPHO1 block	NALP1 inh	MEKK3 PB1 HTS
44	Cc1ccc(S(=O)(=O)N[C@H](C(=O)N2CCC(C(=O)NCC(=O)O)CC2)C(C)C)cc1	1	-0.1	104	-1	-1	0.5	17	0	103
42	C=CCOc1nc2c(c(=O)n(C)c(=O)n2C)n1Cc1c(Cl)cccc1Cl	-6	2.1	89	-3	-13	1.3	51	13	81*[inhibitor]
33	C/C=C/c1ccc(Oc2nnnn2-c2ccc(C(=O)O)cc2)c(OC)c1	2	0.1	99	-3	-2	0.1	-27	8	99
53	COc1ccc(N(CC(=O)N2CCN(C)CC2)S(C)(=O)=O)cc1OC	-1	8.2	95	-3	-11	0.5	0	30	96
61	NC(=O)C1CCCN(CCc2ccccc2)C1 (configuration not stated)	2	0.6	101	1	-9	0.2	45	-6	101
